Screening results (PubChem)
HEK293 tox – Cytotoxic Profiling in HEK 293 Cell Line of Diverse Libraries Using Quantitative High-Throughput Screening; HEK 293 viability, ATP luminescence (CellTiter-Glo), 48-72 h; Potency, µM (highest dose often 115 µM), for inactives: top-dose activity change, negative = cytotoxicity, actives largely listed as inhibitors; 94,000 tested, 6.6% active; note: potency is the fitted concentration of half-maximal effect; nearly all actives have a fitted effect of over 60% in size
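Cytotoxicity was scored by loss of ATP-coupled luminescence (CellTiter-Glo) in HEK 293 cells. Compound treatment ran 48 or 72 hr at 37 degree Celsius, 5% CO2, 95% humidity.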
IP6K1 inhibitor – Primary qHTS assay for small molecule inhibitors of Inositol hexaphosphate kinase 1 (IP6K1); Inositol hexakisphosphate kinase 1 (Homo sapiens), Q92551; IP6K1 kinase, ADP-Glo luminescence, 2 h; active compounds read low; activity change, % (series mostly up to about 58 µM); 140,000 tested, 0.81% active; AID 1645851, 2021; in the data active = activity change below about -25%
Target sequence (Q92551 whole entry, looked up): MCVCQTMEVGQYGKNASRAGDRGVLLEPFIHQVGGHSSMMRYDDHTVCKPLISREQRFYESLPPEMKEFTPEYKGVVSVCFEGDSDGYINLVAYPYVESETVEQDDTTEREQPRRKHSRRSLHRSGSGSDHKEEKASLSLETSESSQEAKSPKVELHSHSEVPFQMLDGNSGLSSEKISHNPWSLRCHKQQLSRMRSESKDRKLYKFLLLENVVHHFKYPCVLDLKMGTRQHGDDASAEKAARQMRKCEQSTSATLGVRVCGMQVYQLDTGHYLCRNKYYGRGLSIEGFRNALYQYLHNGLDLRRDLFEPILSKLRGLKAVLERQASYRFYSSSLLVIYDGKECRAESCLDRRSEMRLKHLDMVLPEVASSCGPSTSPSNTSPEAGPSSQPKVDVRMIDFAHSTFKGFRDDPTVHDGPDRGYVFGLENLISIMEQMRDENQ
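ADP-Glo luminescence measures ADP made by human IP6K1 during a 2 h RT reaction with ATP/IP6 (mix at 1.3 mM/130 uM); top library doses 57.5 and 19.1 uM final.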
GPT2 inh – Primary qHTS assay for inhibitors of Glutamate pyruvate transaminase 2 (GPT2). 100,000 tested, 0.25% active. Potency, µM (highest dose often 57.7 µM), inactives show at the top dose activity change, negative = inhibition, actives largely listed as inhibitors. Alanine aminotransferase 2 (Homo sapiens), Q8TD30. Recombinant GPT2, coupled pyruvate oxidase/HRP Amplex Red fluorescence; note: potency is the fitted concentration of half-maximal effect; nearly all actives have a fitted effect of over 60% in size; many of its hits are not listed in these tables
Target sequence (Q8TD30 whole entry, looked up): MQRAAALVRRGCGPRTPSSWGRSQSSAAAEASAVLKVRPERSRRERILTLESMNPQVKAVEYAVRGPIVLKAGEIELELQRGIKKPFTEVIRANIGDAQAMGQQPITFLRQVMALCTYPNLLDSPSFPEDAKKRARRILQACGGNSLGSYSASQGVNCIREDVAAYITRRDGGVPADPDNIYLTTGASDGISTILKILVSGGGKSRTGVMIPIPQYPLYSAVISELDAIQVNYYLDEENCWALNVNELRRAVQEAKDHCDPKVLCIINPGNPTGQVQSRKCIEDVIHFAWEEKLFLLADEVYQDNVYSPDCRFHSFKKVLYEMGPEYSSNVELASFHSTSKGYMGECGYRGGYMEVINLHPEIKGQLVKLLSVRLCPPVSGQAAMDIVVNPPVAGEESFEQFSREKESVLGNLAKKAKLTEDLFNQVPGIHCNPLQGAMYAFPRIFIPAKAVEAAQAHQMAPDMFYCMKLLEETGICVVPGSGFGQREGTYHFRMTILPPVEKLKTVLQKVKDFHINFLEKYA
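Inhibition is scored from Amplex Red fluorescence generated when pyruvate oxidase and HRP act on pyruvate released by GPT2. Reactions contain 10ng/uL enzyme, 250uM a-KG and 2mM L-alanine and run 30 min at room temperature.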
FLuc inh – Firefly luciferase inhibition profiling of diverse chemical library using quantitative high-throughput screening; Potency, µM (highest dose often 115 µM), without a hit: at the top dose activity change, negative = inhibition, usual class: inhibitors; 76,000 tested, 2.5% active; purified P. pyralis luciferase, luminescence, biochemical; note: potency is the fitted concentration of half-maximal effect; nearly all actives have a fitted effect of over 65% in size
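Luminescence read by CCD imaging after purified firefly luciferase (10nM final) was added to substrate buffer holding 10uM D-luciferin and 10uM ATP, pH 7.5, pre-dosed with compound.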
SNCA viab count – GF-AFC viability counterscreen for inhibitors of alpha-synuclein gene (SNCA) expression | Potency, µM (top dose mostly 57.1 µM), without a hit: at the top dose activity change, negative = cytotoxicity, most hits filed as cytotoxic | HEK-293-SNCA-luc viability, GF-AFC fluorescence, 24 h | AID 1671193, 2021 | 150,000 tested, 0.12% active;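 note: potency is the fitted concentration of half-maximal effect; 0% = DMSO-treated cells and -100% = medium-only wells without cells; nearly all actives have a fitted effect of over 30% in size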
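HEK-293-SNCA-luc cells (1500/well) plated 24 h, then exposed 24 h to a dilution series; GF-AFC added 30 min at 37C, fluorescence 405/540 nm; normalised to medium-only and DMSO wells, Hill fit.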
SNCA expr inhib – Primary qHTS assay for inhibitors of alpha-synuclein gene (SNCA) expression | HEK-293 SNCA-luciferase knock-in, luminescence, 24 h | AID 1671194, 2021 | Potency, µM (top dose mostly 57.2 µM), for inactives: at the highest dose activity change, negative = inhibition, usual class: inhibitors | 140,000 tested, 0.17% active;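 note: potency is the fitted concentration of half-maximal effect; plate controls were DMSO cells for no effect and cell-free wells for full effect; nearly all actives have a fitted effect of over 45% in size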
3T3 cytotox – Cytotoxic Profiling in NIH 3T3 Cell Line of Diverse Libraries Using Quantitative High-Throughput Screening; NIH 3T3 viability, CellTiter-Glo ATP luminescence, 48-72 h; Potency, µM (titrated, usually from 96.7 µM), for the others: at the highest dose activity change, negative = cytotoxicity, actives largely listed as inhibitors; 94,000 tested, 4.3% active; note: potency is the fitted concentration of half-maximal effect; nearly all actives have a fitted effect of over 55% in size
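Luminescent ATP readout (CellTiter-Glo, 10 min RT) after 48 or 72 hr compound exposure of NIH 3T3 cells seeded at 400 cells/well in 1536-well format; quantitative HTS.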
Numbers without * were called inactive; i = inactive; ? = inconclusive; / = no result given; & = joins results of further samples; [ ] = another dose, or the depositor's remark. Unless noted, calls come from the whole dose curve; as a rule, active = well fitted curve in the direction sought with a large enough effect; inconclusive = small, poorly fitted or top-dose-only effect, or another doubt; inactive = no such curve, though single readings can be large; an effect the other way counts as inactive or inconclusive. Unless noted, % is set by controls: 0 for no effect and ±100 for the full control effect. This is a subset (hit frequency here may not be typical).

SMILES	HEK293 tox	IP6K1 inhibitor	GPT2 inh	FLuc inh	SNCA viab count	SNCA expr inhib	3T3 cytotox
COc1ccc(C(=O)N2CCn3nc(C(O)CS(C)(=O)=O)cc3C2)cn1 (stereo not drawn)	-4%	9	-21%	-2%	2%	-22%	-8%
COc1ccc(C(=O)N2CCc3nc(C)nc(-c4ccc(Cl)cc4)c3CC2)cc1	?	-18	3%	-2%	-13%	-17%	-19%
CCC1(C(=O)Nc2cc(OC)ccc2OC)CCCCC(=O)N1 (stereo not drawn)	-23%	0	3%	0%	0%	2%	-3%
CC(=O)N1CCC(c2nnc3n2C(C(=O)NCc2ccccc2)CC3)CC1 (stereo not drawn)	-15%	-3	-6%	/	4%	3%	-12%
CC(=O)Nc1ccc(CN2CCC3(CC2)COc2ccccc2C(=O)N3)cc1	?	16	i	-2%	7%	4%	3%
O=C(Nc1ccc(Cl)cc1)N1CCC(CN2CCCC2)CC1	/	25	/	/	-3%	-17%	/
Cc1c2cnn(-c3ccccc3)c(=O)c2c(C)n1CCCC(=O)Nc1ccc(F)cc1F	/	9	/	/	-5%	-12%	/
Cc1nn2c(c1-c1ccccc1Oc1ccccc1)N([S+](=O)([O-])c1cccnc1)CCC2	?	21	-7%	2%	-11%	3%	?
Cc1ccc(NC(=O)C(=O)NCC(c2cccnc2)N2CCN(C)CC2)cc1F (stereo not drawn)	/	0	/	/	-8%	14%	/
COc1cc(/C=C/C(=O)OC[C@H]2O[C@H](O[C@]3(CO)O[C@H](CO)[C@@H](O)[C@@H]3O)[C@H](O)[C@@H](O)[C@@H]2O)cc(OC)c1O	/	11	?	/	7%[23.9 µM]	/	/
CCOC(=O)O[C@]1(C(=O)OCCl)CC[C@@H]2[C@H]3CCC4=CC(=O)C=C[C@]4(C)[C@@H]3[C@@H](O)C[C@@]21C	/	/	i	/	6%	16%	/
Cc1cc2nc3n(c(=O)c2n1CC(=O)NCc1ccccc1Cl)CCCC3	?	-23	4%	1%	-24%	?	?
O=C(C1CC1)N(C1CCOCC1)C1CCN(S(=O)(=O)c2ccc3c(c2)CCCC3)CC1	?	0	i	10%	-12%	?	?
CCOC(=O)c1cc(-c2ccc(OC)c(S(=O)(=O)N3CCN(c4ccccc4)CC3)c2)on1	/	4	/	/	-3%	31%[activator]	/
C=CCn1cc(CN2CCOC(Cc3cccc4ccccc34)C2)c(C)n1 (stereo not drawn)	?	-18	-6%[11.5 µM]	-1%	5%	-9%	?
O=C(NCCC1CCN(C(=O)Nc2ccccc2F)CC1)c1ccccn1	-12%	-5	-4%	-2%	0%	37%[activator]	-22%
O=C(NC1CC(=O)N(c2ccc(F)cc2)C1)C1CC1 (stereo not drawn)	/	-16	/	/	9%	-2%	/
COc1ccc(/C=C\c2onc(C)c2S(=O)(=O)N2CCC(C(=O)Nc3ccc(C)cc3C)CC2)cc1	/	24	/	/	5%	-9%	/
COC(=O)c1cc2occc2n1Cc1nc(-c2ccc(Cl)cc2)oc1C	/	-12	/	/	8%	34%[activator]	/
COc1ccc(-n2ncc3c2ncn2nc(Cc4ccccc4)nc32)cc1	/	-9	/	/	-6%	54%[activator]	/

Brought forward from above: three entries, followed by the next part.
SMILES	HEK293 tox	IP6K1 inhibitor	GPT2 inh	FLuc inh	SNCA viab count	SNCA expr inhib	3T3 cytotox
COc1ccc(/C=C\c2onc(C)c2S(=O)(=O)N2CCC(C(=O)Nc3ccc(C)cc3C)CC2)cc1	/	24	/	/	5%	-9%	/
COC(=O)c1cc2occc2n1Cc1nc(-c2ccc(Cl)cc2)oc1C	/	-12	/	/	8%	34%[activator]	/
COc1ccc(-n2ncc3c2ncn2nc(Cc4ccccc4)nc32)cc1	/	-9	/	/	-6%	54%[activator]	/
COC(=O)c1cc2n(n1)CCN(C(=O)c1cc(CC(C)C)[nH]c(=O)n1)C2	-1%	24	4%[11.5 µM]	2%	5%	-7%	i
CCOc1ccc(NC(=O)CS(=O)(=O)Cc2nc(-c3ccc(C)cc3)oc2C)cc1	/	0	/	/	-1%	11%	/
CCCCN(C)CCCNC(=O)CN1C(=O)CSc2ccc(S(=O)(=O)N3CCOCC3)cc21	/	8	/	/	-26%	-14%	/
COCC(=O)N1CCC(C(=O)N2CCC(N3Cc4ccccc4C3=O)CC2)CC1	-4%	16&-6	-8%	/	2%&6%	2%&-26%	1%&-6%
COC[C@@H]1CN(S(=O)(=O)c2ccccc2F)C[C@H]1C(N)=O	-1%	7	2%	-2%	0%	16%	i
CC(C)OCCCNC(=O)CNC(=O)c1ccc(-c2cnc3ccccc3c2)cc1	-28%	-9	/	/	/	/	-12%
Cc1cccc(CCNC(=O)c2coc(COc3cccc(F)c3F)n2)n1	-21%	13	-11%	4%	0%	-2%	-27%
Fc1ccc2nc(CO[C@H]3CN(Cc4ccncc4F)C[C@H]3F)[nH]c2c1	4%[172 µM]	0	i	0%[172 µM]	1%[87.6 µM]	3%[87.6 µM]	2%[174 µM]
O=C(Cc1c[nH]c2ncc(-c3ccncc3)cc12)N1CCOCC1	-24%[172 µM]	-3	i	8%[172 µM]	2%[87.6 µM]	14%[87.6 µM]	?
COc1cccc(CCC(=O)N2CCCN(c3cc(-c4ccc(C)c(C)c4)[nH]n3)CC2)c1	?	-6	?	-29%	?	?	?
COc1ccc(-c2cc3c(=O)n(CC(=O)Nc4ccccc4C(F)(F)F)ccn3n2)cc1OC	/	4	/	/	0%	-5%	/
O=C(Cc1c[nH]c2ncc(-c3ccccc3)cc12)Nc1ccc(Cl)cc1	?	-11	-1%[88.5 µM]	-21%[172 µM]	-11%[87.6 µM]	-15%[87.6 µM]	?
O=C(C1CC(=O)N(c2n[nH]c3cc(Br)ccc23)C1)N1CCCC1 (stereo not drawn)	-7%	1	-4%	-5%	13%	9%	-11%
O=C(NC1CCCN(CCn2nc3n(c2=O)CCCC3)C1)c1cccc(Cl)c1 (stereo not drawn)	-11%	-2	/	/	/	/	-23%
COc1ccc(-n2c(-c3ccc(F)cc3)cn3c4c(=O)n(C)c(=O)n(C)c4nc23)cc1	/	7	/	/	-2%	111%[activator]	/
Cn1ccc2c(C(=O)N[C@H](c3cccs3)C3CC(O)C3)cccc21 (stereo partly drawn)	-5%	0	4%	?	6%	-3%	-9%
O=C(N[C@H]1CCN2C(=O)[C@@H](Cc3c[nH]c4ccccc34)NC(=O)[C@H]12)c1cnccn1	-25%[172 µM]	-3	?	-16%[172 µM]	-7%[87.6 µM]	13%[87.6 µM]	-12%[174 µM]
O=C(Nc1ccc(S(=O)(=O)Nc2ccccc2)cc1)N1CCCC1	/	-1	/	/	15%	-16%	/
Cc1cn(-c2cc(NC(=O)c3ccc(C)c(Nc4nccc(-c5cccnc5)n4)c3)cc(C(F)(F)F)c2)cn1	/	-11	i	/	?	2%	/
COCCNC(=O)C1CC(=O)N(C2CN(Cc3cccc(F)c3)C2)C1 (stereo not drawn)	1%	19	-8%	/	-4%	11%	-8%
Cc1ccc(Nc2nc(Nc3ccc(C)c(C)c3)nc(N3CCOCC3)n2)cc1C	/	14	/	/	-2%	8%	/
COC1CCC12CCN(C(=O)c1cccc(C)c1)CC2 (stereo not drawn)	-8%	-5	i	3%	-9%	-1%	-6%
CCCOc1ccc(CNC(=O)CCn2ccn3nc4c(c3c2=O)CCCC4)cc1	?	20	-9%	-2%	-4%	-18%	-17%
O=C(O)C[C@@H]1CCN(C(=O)c2ccc(F)cc2)C[C@@H]1CCN1CCCCC1	-17%[172 µM]	34	?	16%[172 µM]	4%[87.6 µM]	-21%[87.6 µM]	-14%[174 µM]
CC(C)NC(=O)c1cnc2c(c1)N(C(=O)Cc1cccc(C(F)(F)F)c1)CCC2	-16%[172 µM]	14	-28%[88.5 µM]	-5%[172 µM]	-3%[87.6 µM]	0%[87.6 µM]	?
O=C(O)C1CN(C(=O)c2ccco2)CCN(C2CCOCC2)C1 (stereo not drawn)	-8%	14	i	-4%	3%	6%	-15%
O=C(c1nccc2ccccc12)N1CCC2(CC1)CC(CCOCc1ccccc1)CCO2 (stereo not drawn)	?	11	-11%	/	-13%	7%	?
COc1cccc(C(=O)N2CCCC(C(=O)N3CCCC(c4nc5ccncc5[nH]4)C3)C2)c1 (stereo not drawn)	-3%	-5	i	/	-5%	11%	-18%
CNC(=O)[C@@H]1CN(S(=O)(=O)c2c(C)noc2C)C[C@H]1C1CCN(C)CC1	-7%	-4	i	-1%	8%[12.5 µM]	-24%	-4%
CO[C@H]1/C=C\O[C@@]2(C)Oc3c(C)c(O)c4c(O)c(c5c(nc6cc(C)ccn65)c4c3C2=O)NC(=O)/C(C)=C\C=C/[C@H](C)[C@H](O)[C@@H](C)[C@@H](O)[C@@H](C)[C@H](OC(C)=O)[C@@H]1C	/	14	-23%	/	-26%	/	/
O=C(NCC1CN(C(=O)C2CCCCC2)CC12CCOCC2)N1CCCC1 (stereo not drawn)	-23%	-6	i	/	-9%	12%	?
COc1ccccc1NC(=O)C1CCN(S(=O)(=O)c2ccc3c(c2)oc(=O)n3C)CC1	/	-10	/	/	0%	18%	/
CN1CC(=O)N(c2ccccc2)Cc2c1ncnc2N1CCC(O)CC1	-19%	7	?	-2%	-2%	-19%	-30%
Cc1cccc(C)c1NC(=O)Cn1ccn2nc3c(c2c1=O)CCCC3	?	1	i	-5%	-2%	?	-14%
CCN1C(=O)CCN(C(=O)c2ccc(OC)cc2)CC12CCOCC2	i	-12	i	4%	-19%	2%	2%
CCN(Cc1ccccc1)C(=O)c1nc(-c2cccc(F)c2)n2c1CCCCC2	/	18	/	/	-22%	5%	/
Cc1nc(-c2ccccc2)n(Cc2ccc(C#N)cc2)c(=O)c1CCO	?	-1	1%	6%	-2%	-25%	?
COc1ccc(C(=O)N2CCCC(c3nn(-c4ccccc4)c(=O)[nH]3)C2)cc1 (stereo not drawn)	-25%	13	i	-6%	?	6%	-16%

Reprinted at random: two entries already listed
SMILES	HEK293 tox	IP6K1 inhibitor	GPT2 inh	FLuc inh	SNCA viab count	SNCA expr inhib	3T3 cytotox
CC(C)NC(=O)c1cnc2c(c1)N(C(=O)Cc1cccc(C(F)(F)F)c1)CCC2	-16%[172 µM]	14	-28%[88.5 µM]	-5%[172 µM]	-3%[87.6 µM]	0%[87.6 µM]	?
Cc1nn2c(c1-c1ccccc1Oc1ccccc1)N([S+](=O)([O-])c1cccnc1)CCC2	?	21	-7%	2%	-11%	3%	?
